Screens from PubChem BioAssay.
PREPL inhibitor = PREPL enzyme inhibitors, primary screen, biochemical, fluorescence polarization; AID 2751, 2010; inhibition, % at 5.96 µM; recombinant PREPL, fluorescence polarization activity-based probe; Prolyl endopeptidase-like (Homo sapiens), Q4J6C6; 320,000 tested, 0.68% active; in the data active means inhibition above about 43%;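 further: 0% = enzyme with DMSO and 100% = wells lacking enzyme; many of its hits are not listed in these tables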
pPAFAH inh = pPAFAH enzyme inhibitors, primary screen, biochemical, fluorescence polarization, human. 330,000 tested, 1.5% active. recombinant pPAFAH, FP-rhodamine probe fluorescence polarization. Platelet-activating factor acetylhydrolase (Homo sapiens), Q13093. AID 463082, 2010. inhibition, % at 3.39 µM;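 active means inhibition above the mean inhibition across the screen plus 3 SD, cut at about 25% in these data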;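 further: inhibitors block binding of the rhodamine activity-based probe so polarization drops; 0% = enzyme with DMSO and 100% = wells lacking pPAFAH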
PAFAH2 inh = PAFAH2 enzyme inhibitors, primary screen, biochemical, fluorescence polarization, human; Platelet-activating factor acetylhydrolase 2, cytoplasmic (Homo sapiens), Q99487; recombinant PAFAH2, FP-rhodamine activity probe; inhibition, % at 3.39 µM; 340,000 tested, 0.99% active; AID 492956, 2010;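 active means inhibition above the mean over all tested compounds plus 3 SD, cut at about 30% in these data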;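 further: inhibitors block probe labeling of enzyme so polarization drops; 0% = enzyme with DMSO and 100% = wells lacking PAFAH2 protein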
PAFAH1B3 FP inh = PAFAH1B3 enzyme inhibitors, primary screen, biochemical, fluorescence polarization, human. Platelet-activating factor acetylhydrolase IB subunit alpha1 (Homo sapiens), Q15102. inhibition, % at 3.39 µM. recombinant PAFAH1B3, FP-rhodamine probe. 340,000 tested, 0.28% active;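 active means inhibition above the screen-wide average of all tested compounds plus 3 SD, cut at about 25% in these data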;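 further: 0% = enzyme with DMSO only and 100% = wells lacking PAFAH1B3 protein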
LYPLA2 inh = LYPLA2 inhibitors, primary screen, counter-screen for PME1 inhibitor project, biochemical, fluorescence polarization, FP-Rh probe ABPP; Acyl-protein thioesterase 2 (Homo sapiens), O95372; recombinant LYPLA2; inhibition, % at 5.9 µM; 320,000 tested, 0.38% active; AID 2177, 2009;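 active means inhibition above the screen-wide mean plus 3 SD, limit set per campaign, cut at about 26% in these data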;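 further: 0% = LYPLA2 with DMSO and 100% = wells lacking LYPLA2 enzyme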
Target sequence (O95372 whole entry, looked up): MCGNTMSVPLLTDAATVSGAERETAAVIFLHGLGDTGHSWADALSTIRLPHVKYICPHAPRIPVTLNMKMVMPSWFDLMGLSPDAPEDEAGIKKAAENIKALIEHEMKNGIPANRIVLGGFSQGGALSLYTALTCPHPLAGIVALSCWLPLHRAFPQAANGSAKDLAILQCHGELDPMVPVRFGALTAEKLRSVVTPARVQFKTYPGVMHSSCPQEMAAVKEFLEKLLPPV
EBNA-1 inhibitor = EBNA-1 DNA-binding inhibitors, primary screen, biochemical, fluorescence polarization | inhibition, % at 14.8 µM | 300,000 tested, 0.34% active | AID 1950, 2009; in the data active means inhibition above about 28%
LYPLA1 counter = LYPLA1 inhibitors, primary screen, counter-screen for PME1 inhibitor project, biochemical, fluorescence polarization, FP-Rh probe ABPP. Acyl-protein thioesterase 1 (Homo sapiens), O75608. recombinant LYPLA1. inhibition, % at 5.9 µM. 320,000 tested, 0.16% active;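 active means inhibition above the mean of all tested compounds plus 3 SD, set per campaign, cut at about 14% in these data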;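 further: inhibitors block serine hydrolase probe labeling of LYPLA1 so polarization falls; 0% = enzyme with DMSO and 100% = wells lacking LYPLA1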
Target sequence (O75608 whole entry, looked up): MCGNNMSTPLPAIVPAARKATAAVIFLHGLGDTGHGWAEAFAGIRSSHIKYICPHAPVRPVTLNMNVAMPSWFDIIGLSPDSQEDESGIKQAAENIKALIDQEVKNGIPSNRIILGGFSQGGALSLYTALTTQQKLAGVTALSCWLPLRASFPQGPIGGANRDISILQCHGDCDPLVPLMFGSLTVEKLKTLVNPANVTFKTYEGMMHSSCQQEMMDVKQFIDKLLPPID
ZTA counter = ZTA (EBV) inhibition in EBNA-1 counter-screen; P03206; ZTA-DNA binding, fluorescence polarization; inhibition, % at 11 µM; 320,000 tested, 0.15% active; in the data active means inhibition above about 33%
Target sequence (P03206 whole entry, looked up): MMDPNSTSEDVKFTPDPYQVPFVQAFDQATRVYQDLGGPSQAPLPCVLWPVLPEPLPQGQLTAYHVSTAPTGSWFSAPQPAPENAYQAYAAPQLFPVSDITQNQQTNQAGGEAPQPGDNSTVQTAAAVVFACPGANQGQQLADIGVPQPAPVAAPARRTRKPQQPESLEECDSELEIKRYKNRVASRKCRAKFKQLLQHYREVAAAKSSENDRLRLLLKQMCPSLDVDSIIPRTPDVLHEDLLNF
PAFAH1B2 FP inh = PAFAH1B2 enzyme inhibitors, primary screen, biochemical, fluorescence polarization, human; Platelet-activating factor acetylhydrolase IB subunit alpha2 (Homo sapiens), P68402; inhibition, % at 3.39 µM; 340,000 tested, 1.2% active; recombinant PAFAH1B2, FP-rhodamine activity probe;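 active means inhibition above the mean of all tested compounds plus 3 SD, cut at about 24% in these data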;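 further: 0% = enzyme with DMSO and 100% = wells lacking PAFAH1B2; many of its hits are not listed in these tables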
Target sequence (P68402 whole entry, looked up): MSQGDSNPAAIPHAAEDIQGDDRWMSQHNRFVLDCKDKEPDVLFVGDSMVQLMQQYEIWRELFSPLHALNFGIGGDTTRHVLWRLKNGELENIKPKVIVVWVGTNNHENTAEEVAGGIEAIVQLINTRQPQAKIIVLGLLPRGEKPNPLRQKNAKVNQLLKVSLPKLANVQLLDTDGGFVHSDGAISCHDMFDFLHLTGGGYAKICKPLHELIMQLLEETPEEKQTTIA
Starred values were filed as active, the others as inactive; nt = not tested or not shown. A portion of the library, so the mix of outcomes need not match the whole.

SMILES | PREPL inhibitor | pPAFAH inh | PAFAH2 inh | PAFAH1B3 FP inh | LYPLA2 inh | EBNA-1 inhibitor | LYPLA1 counter | ZTA counter | PAFAH1B2 FP inh
COc1ccc(CCNC(=O)CSc2nnc(-c3ccc(F)cc3)c3ccccc23)cc1OC | 12 | 4 | -1 | -2 | 5 | 12 | 4 | 9 | 2
OC(CNC1Cc2ccccc2C1)COc1ccc(Cl)cc1 (stereo not given) | -23 | 0 | 5 | 16 | 4 | 4 | 0 | -4 | 3
COc1ccc(OC)c(CN2CCN(Cc3cccc4ccccc34)CC2)c1 | -22 | 4 | 0 | 7 | 5 | -1 | 2 | 7 | 11
CC(=NCc1ccc2c(c1)OCO2)C1=C(O)c2ccccc2C1=O | 10 | -4 | 6 | 0 | 13 | 5 | -1 | 7 | 2
Cc1ccccc1C(=O)NC(=S)N(CCO)Cc1ccccc1 | -5 | -3 | -1 | 7 | -2 | -11 | 1 | -2 | 3
O=C(Nc1ccc(Cl)c(Cl)c1)O/N=C/c1ccncc1 | -11 | -35 | -51 | -63 | -80 | 0 | -42 | 0 | -24
COc1ccc(NC(=O)CSc2nnc(-c3cccnc3)o2)cc1 | 16 | -2 | 5 | 3 | 3 | 2 | 2 | -12 | 2
COc1ccc(S(=O)(=O)NCCC(C)C)cc1OC | -1 | 5 | 7 | 8 | 1 | 1 | 4 | -12 | 6
CCN1CCCC(Sc2nc3c([nH]2)c(=S)n(C)c(=O)n3C)C1 (stereo not given) | 12 | 7 | -1 | 6 | 5 | -11 | 2 | 1 | -2
CCOc1ccc(C(=O)N(CN2CCCC2=O)c2ccc(C)cc2)cc1 | 14 | -1 | nt | nt | 2 | -1 | 0 | -4 | nt
COc1cccc(C(=O)Nc2c3c(nc4c2CCC4)CCCC3)c1 | 3 | 0 | 1 | 1 | 3 | 5 | 1 | -4 | 2
COc1ccc(CC(=O)Nc2c3c(nn2C(C)(C)C)CS(=O)(=O)C3)cc1 | 8 | 3 | -2 | -1 | 1 | -1 | 2 | 6 | 5
Cc1cc(C(=O)N/N=C/C=C/c2cccc([N+](=O)[O-])c2)n[nH]1 | 2 | -5 | -4 | 7 | 5 | -5 | 2 | -2 | 5
Cc1ccc(CNC(=O)c2sc3ccc(S(=O)(=O)N4CCCCC4)cc3c2N)cc1 | 11 | 3 | nt | nt | -16 | 3 | -7 | -3 | nt
CCCCn1c(=O)c(-c2ccccc2)c(O)c2ccccc21 | 14 | 2 | -1 | -1 | -1 | -10 | 0 | -16 | -1
CN(c1ccccc1)S(=O)(=O)c1cccc(C(=O)Nc2ccc3c(c2)CCC3)c1 | -1 | 12 | -3 | -10 | -38 | -7 | -21 | -3 | -4
COc1ccc(NC(=O)c2cc(-c3ccc(OC)c(OC)c3)nc3ccccc23)c(OC)c1 | -18 | 2 | 2 | -5 | -10 | 7 | -6 | 2 | -2
Cc1cc(-c2ccc(C(C)C)c(S(=O)(=O)NCc3ccco3)c2)on1 | -3 | 9 | 8 | 5 | -2 | 3 | -4 | 16 | 2
Cc1ccc(S(=O)(=O)CCC(=O)Nc2cccc(S(=O)(=O)N3CCCCCC3)c2)cc1 | 15 | 2 | 6 | 2 | -4 | nt | -3 | 5 | 5
CSCC[C@H](NC(=O)[C@H]1CC[C@H](CNC(=O)[C@@H]2CCCN2)CC1)C(=O)O | 9 | -1 | 2 | 6 | 4 | -6 | -2 | 9 | -2
O=C1C(=O)N(CCCO)C(c2ccc(Br)cc2)/C1=C(\O)c1ccc(Br)cc1 (stereo not given) | 20 | 1 | 3 | 6 | 5 | -7 | 1 | -19 | 13
C=CCOc1nc2c(c(=O)n(C)c(=O)n2C)n1C | 4 | 2 | 1 | 4 | -3 | 4 | 1 | 3 | 1
c1ccc(COc2ccc(Oc3nc(N4CCCCC4)nc(N4CCOCC4)n3)nn2)cc1 | 19 | 1 | 1 | 15 | 1 | 13 | -2 | 7 | 4
CC(C)NC(=O)c1cc2cc([N+](=O)[O-])ccc2s1 | 19 | 0 | 0 | 5 | -1 | -1 | 0 | -4 | 4
CCOc1cc(C)nc(NCCc2ccc(OC)c(OC)c2)n1 | 1 | 2 | -1 | 8 | -7 | 0 | -2 | -6 | 1
COc1ccc(NC(=O)c2ccc(N3CCCC3=O)cc2)cc1Cl | 9 | -5 | 4 | 4 | nt | nt | nt | nt | 6
Cc1c(C(=O)NN)sc(-c2ccccc2)c1C#N | -8 | 1 | nt | nt | 2 | -8 | 1 | -5 | nt
c1ccc2c(c1)ccc1nnnn12 | 3 | 2 | 6 | 8 | -1 | 3 | -2 | 3 | 3
O=C(OCc1nc2scc(-c3ccccc3)c2c(=O)[nH]1)c1ccco1 | -9 | -1 | 7 | 3 | -5 | 6 | -3 | -8 | -2
Cc1ccc(NC(=O)Cn2ccnc2)cc1C | 4 | 5 | 4 | 11 | 2 | 4 | -5 | -2 | 2
Cc1ccc(NC(=O)COc2ccc(CCO)cc2-n2nc3ccccc3n2)cc1C | -10 | -4 | -5 | 4 | -4 | -14 | -7 | -8 | -3
O=C(COC(=O)c1ccccc1SCC(=O)N1CCCC1)Nc1ccc(OC(F)F)cc1 | 11 | 23 | 73* | 0 | 2 | 7 | -1 | -24 | 4
O=C(Nc1cccnc1Oc1ccc(Cl)cc1)c1cccc2ccccc12 | 24 | 0 | -1 | -2 | -6 | 5 | -5 | -10 | -2
COc1cccc(-c2nc(C=O)cs2)c1 | 13 | 2 | 3 | 7 | -4 | -3 | 2 | 4 | -2
COc1cccc(C2=NN(C(=O)c3ccc(C)o3)C(O)(C(F)(F)F)C2)c1 (stereo not given) | 0 | 2 | -56 | 3 | 4 | -5 | -1 | -6 | 2
CC1CN(c2nnc(-c3ccccc3)c3ccccc23)CC(C)O1 (stereo not given) | 1 | 9 | 1 | -3 | 1 | -4 | -2 | -1 | 3
CC(C)c1ccc(NC(=O)c2csnn2)cc1 | 7 | 0 | 1 | 5 | -2 | -8 | -2 | -14 | 8
Cc1ccc(N(CC(=O)N2CCOCC2)S(C)(=O)=O)cc1Cl | 2 | 4 | 2 | 1 | 4 | 1 | 2 | 16 | -1
CCCN(CCC)Cc1cc2ccccc2c2c1COC2 | -1 | 7 | -5 | 4 | 7 | 6 | -1 | 11 | -3
CCOC(=O)CON1C(=O)C(C)(C)N(OCC(=O)OCC)C(=O)C1(C)C | 23 | -2 | 5 | 9 | -6 | -16 | -1 | -9 | 4
O=Cc1ccccc1OCCN1CCCC1=O | 7 | -4 | -3 | -2 | -7 | -9 | 0 | 7 | 3
CC(=O)C1=C(O)C(=O)N(Cc2ccco2)C1c1ccc(F)cc1 (stereo not given) | -12 | 9 | -5 | 2 | 3 | -7 | 0 | -2 | 5
O=C(c1cc(-c2ccco2)nc2ccccc12)N1CCN(c2ccc(F)cc2)CC1 | -36 | -8 | 5 | 6 | 4 | -9 | 0 | 13 | 6
O=C(Nc1cc2c3c(c1)CC(=O)N3CCC2)C1CC1 | 17 | 1 | -3 | 8 | 15 | 2 | 4 | -4 | 3
CC1CCc2c(sc(NC(=O)Cn3nc(C(=O)O)c4ccccc4c3=O)c2C#N)C1 (stereo not given) | 11 | -2 | -11 | 5 | 6 | 14 | 1 | 0 | 4
Cc1cc(C)nc(NN2C(=O)C=CC2=O)n1 | 13 | 1 | -5 | 0 | 4 | 0 | -2 | -8 | 1
CC(=O)c1sc(NC(=O)c2c(F)cccc2F)nc1-c1ccccc1 | -3 | 1 | -1 | 8 | 0 | 1 | -1 | -11 | 4
Cc1ccc(-n2nc3c(=O)n(CC(=O)NCCc4cccs4)nc(C)c3c2C)cc1 | 13 | 2 | 8 | -1 | 1 | -3 | 2 | -13 | 4
CCOC(=O)CN1C(=O)c2ccccc2Sc2ncccc21 | -3 | 2 | -1 | 4 | -6 | 7 | -4 | 13 | -1
CC(C)c1ccc(OCC(=O)NNC(=S)NC(=O)C2CC2)cc1 | -2 | -4 | 15 | 9 | -4 | -1 | -1 | 0 | 8
Cc1c(C(=O)Nc2ccccc2)cnn1-c1ccccc1 | 18 | 0 | 5 | 0 | 9 | 11 | 1 | -16 | 8
CCCCn1c(N)c(N(CC(C)C)C(=O)CCNC(=O)c2ccc(Br)cc2)c(=O)[nH]c1=O | 6 | 2 | 3 | 25 | 1 | 3 | 1 | -5 | 3
CCC(=O)N1CCN(c2ccc(NC(=S)NC(=O)c3cccc([N+](=O)[O-])c3)cc2)CC1 | 18 | 6 | -2 | 4 | 58* | -4 | 39* | -10 | -4
O=C(NC1CCCC1)c1ccc2c(c1)N(Cc1ccc(F)cc1)CCS2 | 30 | 9 | 10 | 1 | 8 | 2 | -5 | -10 | 5
Nc1ncc(-c2nnnn2-c2ccc(Cl)cc2)c(-c2ccc(Cl)cc2)n1 | -2 | 0 | 6 | 8 | 4 | -2 | -2 | 2 | 17
CC(=O)c1cccc(NC(=O)CN2CCN(S(=O)(=O)/C=C/c3ccccc3)CC2)c1 | 3 | 7 | 4 | 2 | 5 | nt | -3 | 1 | 3
CCOc1ccc(S(=O)(=O)Nc2cccc(C(=O)NCCCn3ccnc3)c2)cc1 | 13 | 18 | 4 | 10 | -8 | nt | -1 | -8 | 5
CCOc1ccc(Oc2ccccc2NC(=O)CN2C(=O)NC3(CCCC3)C2=O)cc1 | 0 | -4 | 2 | 6 | -5 | 2 | -4 | 0 | 2
Cc1oc(-c2cccc(Cl)c2)nc1CSCC(=O)O | 5 | 2 | 1 | 4 | 3 | 14 | 1 | 3 | 0
CCCCNC(=S)N/N=C/c1cccc(OCC)c1O | -9 | 3 | 16 | 8 | 3 | -3 | 1 | -5 | 13

Going on with the list:
SMILES | PREPL inhibitor | pPAFAH inh | PAFAH2 inh | PAFAH1B3 FP inh | LYPLA2 inh | EBNA-1 inhibitor | LYPLA1 counter | ZTA counter | PAFAH1B2 FP inh
Cc1ccc(NC(=O)CN2C(=O)NC3(CCCC3)C2=O)c(Cl)c1 | 4 | -3 | -8 | -3 | 2 | -13 | 1 | -1 | 1
O=C(NCCN1CCN(c2ccccc2)CC1)c1cccc(Cl)c1 | -3 | 0 | -3 | 7 | 2 | -2 | -1 | 1 | 2
CC(=O)NC1=NN(C(C)=O)C(c2ccc(C(C)C)cc2)S1 (stereo not given) | 3 | 2 | 0 | 8 | -4 | 6 | 0 | 13 | 2
COc1ccccc1CNS(=O)(=O)c1c(C)[nH]c(C)c1C(=O)N1CCCCC1 | 8 | 0 | 8 | 0 | 4 | -11 | 1 | -3 | 0
CCOC(=O)c1sc(NC(=O)CSc2ncccn2)nc1C | 2 | 3 | -1 | 5 | 13 | 12 | -2 | 2 | 5
CC1(C(=O)NC2CCCC2)CCC(=O)N1Cc1cccs1 (stereo not given) | 4 | 1 | 1 | 7 | -2 | 0 | 0 | 2 | 4

Some of these compounds in order of their number in EBNA-1 inhibitor, rising.
Molecule	PREPL inhibitor	pPAFAH inh	PAFAH2 inh	PAFAH1B3 FP inh	EBNA-1 inhibitor	PAFAH1B2 FP inh
COc1ccccc1CNS(=O)(=O)c1c(C)[nH]c(C)c1C(=O)N1CCCCC1	8	0	8	0	-11	0
O=C(NCCN1CCN(c2ccccc2)CC1)c1cccc(Cl)c1	-3	0	-3	7	-2	2
CCOC(=O)c1sc(NC(=O)CSc2ncccn2)nc1C	2	3	-1	5	12	5
